Screening data (PubChem BioAssay)
GLP-1R agonist – qHTS of GLP-1 Receptor Agonists | Glucagon-like peptide 1 receptor (Homo sapiens), P43220 | 380,000 tested, 0.007% active | HEK293 GLP-1R CRE-luciferase, luminescence, 4-6 h; cells express a hypersensitive GLP-1R form | AID 624172, 2012 | Potency, µM (highest dose often 45.6 µM), without a hit: top-dose activation, hits mostly activators; also: potency is read from the fitted curve at half-maximal effect; % of control where 0% means no effect
GLP1R cytotox – qHTS of GLP-1 Receptor Inverse Agonists: Cytotox Screen. HEK293 cAMP-luciferase reporter cells, luminescence, 24 h. Potency, µM (highest dose often 38.3 µM), for the others: top-dose activity change, negative = inhibition, usual class: inhibitors. 410,000 tested, 0.13% active;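 also: loss of luciferase light is scored as toxicity; potency is read from the fitted curve at half-maximal effect; % is scaled to controls: 0 for no effect and ±100 for the full control effect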
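A 23 nL compound transfer followed 12 hours of cell culture at 37 deg C; exposure then lasted 24 hr. Luciferase assay detection reagent was dispensed and plates read for luminescence after a 12 min room-temperature wait.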
IL2 activator – qHTS of IL-2 Activators | IL-2 activation reporter assay, cell-based qHTS; stimulated with anti-CD3/CD4/CD28 beads; in transgenic mouse T cells | activation, % (series mostly up to about 46 µM) | 360,000 tested, 0.065% active; in the data active = activation above about 50%; inconclusive = mostly about 30% to 49%; also: 0% is about no effect
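Readout is EGFP and DsRed signal by fluorescent plate cytometry after 18 h at 37 degrees C. Transgenic mouse T cells (750/well) received compound for 60 min before bead stimulation (anti-CD3, anti-CD4, anti-CD28); memory T cells served as non-tolerant control.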
GLP1R inv ag – qHTS of GLP-1 Receptor Inverse Agonists (Inhibition Mode). AID 624417, 2012. HEK293 GLP-1R CRE-luciferase, luminescence, 24 h; GLP-1R form is constitutively active. 410,000 tested, 1.6% active. Glucagon-like peptide 1 receptor (Homo sapiens), P43220. Potency, µM (top dose mostly 38.3 µM), for the others: at the highest dose activity change, negative = inhibition, usual class: inhibitors; also: potency is read from the fitted curve at half-maximal effect; % is scaled to controls: 0 for no effect and ±100 for the full control effect; nearly all actives have a fitted effect of over 55% in size
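HEK293 cells stably co-expressing constitutively active GLP-1R and a cAMP-responsive luciferase reporter were seeded in DMEM with 10% Nu serum, given compounds after 12 h, and incubated 24 h at 37 deg C. Luminescence was then read.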
PI5P4K alpha inh – qHTS for Inhibitors of phosphatidylinositol 5-phosphate 4-kinase (PI5P4K). Phosphatidylinositol 5-phosphate 4-kinase type-2 alpha (Homo sapiens), P48426. PI5P4Kalpha enzyme, ADP-Glo luminescence, 60 min; stronger effect = lower value. max response, %. 330,000 tested, 1.2% active; active = max response of -50% or lower; inconclusive = between -30% and -50%; inactive = -30% or higher; also: value at the top dose of about 77 µM; % is scaled to controls: 0 for no effect and ±100 for the full control effect
Target sequence (P48426 whole entry, looked up): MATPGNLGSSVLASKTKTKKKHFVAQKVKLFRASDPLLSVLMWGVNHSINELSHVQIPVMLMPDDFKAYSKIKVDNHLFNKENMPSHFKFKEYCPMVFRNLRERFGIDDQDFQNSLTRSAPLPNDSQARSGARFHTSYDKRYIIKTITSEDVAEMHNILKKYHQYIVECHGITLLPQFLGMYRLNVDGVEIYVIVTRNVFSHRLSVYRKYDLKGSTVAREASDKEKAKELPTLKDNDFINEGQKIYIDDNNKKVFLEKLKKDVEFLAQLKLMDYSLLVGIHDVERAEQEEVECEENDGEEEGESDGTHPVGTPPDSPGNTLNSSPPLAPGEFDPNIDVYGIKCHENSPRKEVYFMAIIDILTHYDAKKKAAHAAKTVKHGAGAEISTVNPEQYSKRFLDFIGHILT
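Luminescence from ADP-Glo served as readout of PI5P4Kalpha activity in a qHTS format. Reaction: enzyme, substrate, compound, ATP at 5 microM final, 60 min at RT.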
EPAC1 antagonist – qHTS for Antagonist of cAMP-regulated guanine nucleotide exchange factor 3 (EPAC1): primary screen | Potency, µM (series often up to 115 µM), without a hit: at the highest dose activity change, negative = inhibition, actives largely listed as inhibitors | 360,000 tested, 0.14% active | EPAC1 GEF assay, Rap1b-BODIPY-GDP exchange fluorescence;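 also: potency is read from the fitted curve at half-maximal effect; plate controls were vehicle for no effect and positive control for full effect; nearly all actives have a fitted effect of over 50% in size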
PLK1 PBD block – qHTS for Inhibitors of PLK1-PDB (polo-like kinase 1 - polo-box domain): Primary Screen; Serine/threonine-protein kinase PLK1 (Homo sapiens), P53350; Plk1 PBD binding of FITC phosphopeptide, fluorescence polarization; 360,000 tested, 2.8% active; Potency, µM, without a hit: max response, negative = inhibition, actives largely listed as inhibitors; AID 720504, 2013; also: potency is read from the fitted curve at half-maximal effect; series mostly up to about 57 µM; % is scaled to controls: 0 for no effect and ±100 for the full control effect; nearly all actives have a fitted effect of over 65% in size
PTHR1 ag – qHTS for PTHR1 Agonists: Primary Screen; HEK293 GP2 PTHR1 cells, GloSensor cAMP luminescence, 1 h; Potency, µM (series often up to 115 µM), for the others: top-dose activation, actives largely listed as activators; 410,000 tested, 0.075% active; also: potency is read from the fitted curve at half-maximal effect; nearly all actives have a fitted effect of over 55% in size; some results filed as inactive show a strong effect at the top dose; inactives centre near -15; many of its hits are not listed in these tables
Target sequence (Q03431 whole entry, looked up): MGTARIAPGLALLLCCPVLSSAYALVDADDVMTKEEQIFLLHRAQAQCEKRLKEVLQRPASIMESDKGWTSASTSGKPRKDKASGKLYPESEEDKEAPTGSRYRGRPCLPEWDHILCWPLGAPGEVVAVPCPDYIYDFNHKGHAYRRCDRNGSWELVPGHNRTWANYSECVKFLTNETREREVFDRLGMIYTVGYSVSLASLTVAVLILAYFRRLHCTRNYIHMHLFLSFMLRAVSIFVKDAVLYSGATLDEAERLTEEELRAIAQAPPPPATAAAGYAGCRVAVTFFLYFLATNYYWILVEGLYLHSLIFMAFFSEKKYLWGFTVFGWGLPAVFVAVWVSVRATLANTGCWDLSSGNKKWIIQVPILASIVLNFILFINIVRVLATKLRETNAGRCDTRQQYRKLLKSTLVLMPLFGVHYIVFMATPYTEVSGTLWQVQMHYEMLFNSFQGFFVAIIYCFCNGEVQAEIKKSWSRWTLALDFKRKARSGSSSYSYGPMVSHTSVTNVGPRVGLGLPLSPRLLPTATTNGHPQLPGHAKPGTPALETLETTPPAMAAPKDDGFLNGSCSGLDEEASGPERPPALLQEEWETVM
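HEK-293-derived GP2 cells expressing PTHR1 and a GloSensor cAMP reporter, 3,000/well, plated overnight, given luciferin plus IBMX (each 0.5 mM as added) for 1 h at 37 °C, then compound for 1 h at 37 °C. Luminescence was read after 15 min at room temperature.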
EPAC1 ag – qHTS for Agonist of cAMP-regulated guanine nucleotide exchange factor 3 (EPAC1): primary screen. Rap guanine nucleotide exchange factor 3 (Homo sapiens), O95398. EPAC1 agonist qHTS, biochemical assay; response scale: 100% = response to 6.5 mM cAMP. Potency, µM (titrated, usually from 154 µM), inactives show at the top dose activation, actives largely listed as activators. 360,000 tested, 0.073% active. AID 720707, 2013; also: potency is read from the fitted curve at half-maximal effect; nearly all actives have a fitted effect of over 60% in size
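Nucleotide exchange assay: 100 nM EPAC1 with 250 nM Rap1B loaded with BODIPY-GDP and 50 uM GDP, room temperature. Fluorescence (480/540 nm) read every 5 min for 30 min; signal change normalized to 6.5 mM cAMP as full agonist.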
An asterisk follows results filed as active; i = inactive; u = inconclusive; x = no result given; & = joins results of further samples; [ ] = dose if it differs, or a comment. Unless noted, calls follow the shape of the dose curve; as a rule, active = well fitted curve in the direction sought with a large enough effect; inconclusive = small, poorly fitted or top-dose-only effect, or another doubt; inactive = no such curve, though single readings can be large; an effect the other way counts as inactive or inconclusive. Some of the compounds tested (hit frequency here may not be typical).

SMILES | GLP-1R agonist | GLP1R cytotox | IL2 activator | GLP1R inv ag | PI5P4K alpha inh | EPAC1 antagonist | PLK1 PBD block | PTHR1 ag | EPAC1 ag
CC(=O)C1C=CC(C)(C(=O)O)C2C=C(C)C(=O)C(C)(O)C12 (stereo not drawn) | 0% | 17% | 0.4 | 4% | 0 | 1% | -7% | i | 4%
O=C(CCC1CCCCC1)NCCN1C2=NC[C@@H](Cc3ccccc3)N2C[C@H]1Cc1ccc(O)cc1 | -1% | u | -3.8 | u | -2 | -9% | -15% | -6% | -6%
CCOCCOc1cccc(C(=O)NC(c2ccccc2)C(C)C)c1 (stereo not drawn) | 5% | 4% | 0.4 | -16% | 3 | -6% | -11% | i | -2%
CNC(=O)N(O)C1N(NC(=O)Nc2cccc3ccccc23)C(=S)SC1(C)C (stereo not drawn) | -2% | -10% | 2.6 | -17% | 3 | -8% | -1% | -2% | -5%
Cc1ccc(C2=NNC(C(O)C(O)C(O)C(O)CO)S2)cc1 (stereo not drawn) | 6% | 67%[activator] | 4.7 | 73%[activator] | 3 | 2% | u | -20% | 1%
CCC1(C)N(O)C(C)(C)C(c2ccc(F)cc2)=[N+]1[O-] (stereo not drawn) | -6% | -21% | -2.6 | -1% | 3 | 17% | -7% | -12%[57.5 µM] | -1%
CC(C)(C)C(=O)COC(=O)c1cccc(NC(=O)c2ccco2)c1 | -2% | -14% | -4.0 | -4% | -5 | 0% | -7% | -20%[57.5 µM] | 8%
O=C(NCCSc1c(-c2ccccc2)[nH]c2ccccc12)c1cc2ccccc2oc1=O | 0% | -7% | -3.4 | u | 6 | 12% | -4% | -15% | 13%
O=C(COC(=O)CC(c1ccccc1)c1ccccc1)NCc1ccc(Cl)cc1 | -5% | 6% | -3.3 | 11µM* | 12 | -10% | -7% | -26% | 9%
CCOC(=O)C1=C(C)NC(=O)NC1c1cccnc1 (stereo not drawn) | -3% | -2% | -1.2 | -6% | 2 | 7% | -6% | -19% | -5%
Cc1ccc(OC(C)C(=O)Nc2ccccc2C(=O)NCc2cccnc2)cc1C (stereo not drawn) | 16% | 8% | -2.4 | u | -1 | 9% | 3% | i | 1%
N#Cc1cccc(NC(=O)c2cc(C3CCCCN3C(=O)CCCc3ccccc3)on2)c1 (stereo not drawn) | 8% | -14% | -0.3 | u | -2 | -18% | 3% | -47%[inhibitor] | 6%
COc1ccc(NC(=O)COc2cccc3c2OC(C)(C)C3)c(OC)c1 | 12% | 20% | 1.4 | -24% | -1 | -6% | -6% | -6% | 6%
COc1ccc(NC(=O)c2nnn(Cc3nc(-c4cc(OC)c(OC)c(OC)c4)oc3C)c2C)cc1Cl | 0% | 1% | x | 1% | x | x | x | u | x
O=C(Nc1ccc(-c2cc3ccccc3oc2=O)c(Cl)c1)c1cccnc1 | -3% | u | -0.4 | 0% | x | 6% | 1% | -7%[57.5 µM] | -4%
CCSC1=C(C#N)C(c2ccc(F)cc2)CC(=O)N1 (stereo not drawn) | 0% | -5% | 3.3 | -17% | 1 | -11% | -4% | -17% | -12%
CCOC(=O)c1c(NC(=O)c2nc3n(n2)C(C(F)F)CC(C)N3)sc2c1CCCC2 (stereo not drawn) | 11% | 0% | -1.8 | 3% | x | 3% | -8% | i | 10%
NC(=O)C1CC(=O)N(Cc2ccc3c(c2)OCO3)C(=Nc2ccccc2)S1 (stereo not drawn) | 2% | 6% | -2.8 | -25% | x | 5% | -5% | -23%[57.5 µM] | 9%
Cn1c(NC(=O)COc2ccccc2)cc(=O)n(C)c1=O | 5% | 4% | -1.9 | 0% | x | -12% | -27% | i | 4%
CN(CC1CCOCC1)C(=O)c1ccc2nc(Cc3cccc(Cl)c3)oc2c1 | 7% | -5% | -1.7 | u | 5 | -2% | -12% | i | -1%
Cc1ccc(NC(=S)N2CCN(S(=O)(=O)c3ccccc3)CC2)cc1 | 28% | -2% | -2.6 | -16% | 1 | -24% | 2% | -1% | 1%
Cc1cc(Br)ccc1NC(=O)CNC(=O)Cn1ncc(Cl)c(Cl)c1=O | -3% | u | -0.9 | 37%[activator] | -7 | -23% | -13% | -23% | 8%
COc1ccc(N2C(=O)CC(Sc3n[nH]c(-c4ccccc4)n3)C2=O)cc1 (stereo not drawn) | 0% | 8% | -0.2 | 37%[activator] | -17 | 15% | 27µM* | i | 1%
CCOc1cc(C2NC(=O)NC(C)=C2C(C)=O)cc(Cl)c1OCC(=O)O (stereo not drawn) | -1% | 24% | -0.4 | 7% | x | -6% | -8% | -2%[57.5 µM] | 8%
CCCOc1ccc(C(=O)Nc2cccnc2)cc1 | 1% | -13% | 0.5 | 1% | -1 | -2% | -1% | -31%[inhibitor] | -9%
Nc1c(Cl)ncnc1N1CCN(c2ncnc(Cl)c2N)CC1 | -6% | 0% | -0.2 | 12% | -1 | 7% | u | i | -4%
CC1Cc2ccccc2N1C(=O)NC1CC(=O)N(c2ccc3c(c2)OCCO3)C1 (stereo not drawn) | 17% | -2% | -0.2 | -16% | -8 | -22% | -16% | -13% | 8%
CC1CCc2c(C(=O)NCCCN3CCOCC3)csc2C1 (stereo not drawn) | 2% | -21% | -3.0 | 5% | x | 6% | 1% | -4%[57.5 µM] | 7%
COc1ccc(C(=O)NNC2=C(C(=O)C(F)(F)F)CCC2)cc1 | 9% | -31% | 0.0 | u | 1 | 12% | 3% | -11% | 6%
CCN(CC)CCNC(=O)C12CC3CC(CC(C3)C1)C2 | -3% | -4% | -0.2 | -11% | -5 | -5% | -5% | i | 5%
Cc1cccc(C(=O)Nc2nnc(Cc3c[nH]c4ccccc34)s2)c1 | 8% | -22% | -1.5 | 10% | x | 20% | -4% | i | 5%
CC(C)Oc1ccc(C2NC(=O)NC2=O)cc1 (stereo not drawn) | 1% | 2% | 3.1 | 0% | x | -8% | -3% | i | 7%
COc1cccc(-c2c(C(=O)N/N=C/c3ccc(C)s3)nnn2-c2nonc2N)c1 | -6% | -25% | 2.3 | u | -14 | -1% | -8% | -3% | -1%
N#Cc1c(-c2ccc(F)cc2)noc1N | u | -5% | 1.1 | 3% | 1 | 10% | -3% | -30% | 2%
CC(Sc1nnc(-c2cccs2)n1-c1ccccc1)C(=O)NCc1ccc2c(c1)OCO2 (stereo not drawn) | -2% | 13% | -1.7 | u | 5 | -22% | -15% | i | 9%
NC(=O)c1nsc(C(=O)N(c2cccc(F)c2)C(C(=O)NCC2CCCO2)c2cccs2)c1N (stereo not drawn) | -4% | 1% | -2.2 | -27% | 6 | 3% | 0% | -13% | 4%
COc1cccc(NC(=O)c2cnsn2)c1 | 6% | 3% | 1.3 | 3% | 0 | -2% | 3% | i | 9%
COC(=O)CCSc1nccn1Cc1ccccc1 | 0% | 0% | -0.7 | -16% | x | 5% | 1% | i | 0%
COc1ccccc1NC(=O)N(Cc1ccc2c(c1)OCO2)Cc1nc2ccccc2c(=O)[nH]1 | -2% | 1% | -3.7 | -3% | 0 | 19% | -2% | i | -12%
CN(/C(=N/S(=O)(=O)c1ccccc1)c1ccccc1)S(=O)(=O)c1ccccc1 | -3% | -9% | 0.2 | -3% | -4 | 5% | 3% | -16% | -5%
COc1ccc2c(c1)c(=O)c(C(=O)c1ccccc1)cn2CC(=O)Nc1ccc2c(c1)OCO2 | 1% | -2% | x | -1% | x | x | x | -60%[inhibitor] | x
Cc1cc(C)c(C(N)=O)c(SCC(=O)c2cc(C)c(C)cc2C)n1 | 0% | 34%[activator] | 0.0 | 2% | 6 | 4% | -16% | i | 3%
CCNc1nc(N)nc(Oc2ccc(OCC)nn2)n1 | -2% | 2% | 0.0 | -8% | x | 13% | -7% | i | 6%
CCn1c(SCC(=O)Nc2cc(C(C)(C)C)nn2-c2ccccc2)nnc1-c1cccs1 | 11% | -7% | -3.9 | u | 1 | u | -23% | i | 5%
CCCOc1ccc(C(=O)NC(=S)NCc2cccnc2)cc1 | 21% | -1% | 3.6 | -3% | 6 | 0% | -2% | -17% | 8%
CNC(=O)CSc1nnc(COc2ccc([N+](=O)[O-])cc2)n1C | 2% | 11% | -3.5 | 9% | -1 | -1% | -7% | i | -9%
Cc1ccc(-c2nc(NC(=O)c3nn(C)cc3[N+](=O)[O-])sc2C)cc1C | -5% | -16% | -0.7 | u | 27 | -28% | -14% | -70%[inhibitor] | -1%
O=C(NCCc1ccccc1)c1ccc(CS(=O)Cc2cccc(Cl)c2)o1 (stereo not drawn) | 8% | -9% | -2.9 | -18% | 1 | -1% | -16% | -21% | 1%
CC(C)CC1Nc2ncnc(N3CCN(c4ccccn4)CC3)c2N(Cc2ccccc2)C1=O (stereo not drawn) | 6%&9% | -3%&6% | 0.0&-0.8 | -18%&24% | 5&6 | -10%&-3% | 3%&1% | -36%[inhibitor] | -10%&0%

Single records, from the list above. Values in the order: GLP-1R agonist | GLP1R cytotox | IL2 activator | GLP1R inv ag | PI5P4K alpha inh | EPAC1 antagonist | PLK1 PBD block | PTHR1 ag | EPAC1 ag
`Cc1ccc(-c2nc(NC(=O)c3nn(C)cc3[N+](=O)[O-])sc2C)cc1C` reads -5% | -16% | -0.7 | u | 27 | -28% | -14% | -70%[inhibitor] | -1%
`COc1cccc(NC(=O)c2cnsn2)c1` reads 6% | 3% | 1.3 | 3% | 0 | -2% | 3% | i | 9%
